Shn3 inh set2 – reduction of Shn3 3'UTR firefly luciferase signal, primary screen, Schnurri-3 inhibitor project, cell-based, Clone20 osteoblasts, set 2; 360,000 compounds, 0.52% hits; inhibition, % at 12.5 µM; Clone20 osteoblast Shn3 3'UTR firefly luciferase, 24 h;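 active means mean inhibition of at least 75% with every replicate also reaching 75%; inconclusive means mean inhibition at least 75% but some replicate below; inactive means mean inhibition below 75%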;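 further: 0% = median of neutral control wells and 100% = pilot-screen positive control compound; some compounds past the cut are filed as inactive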
HIF-2a block – HIF-2a reporter inhibitors, primary screen, luminescence, 786-0 RCC cells; 786-0 RCC cells HIF-2a reporter, luciferase luminescence, overnight; inhibition, % at 18.8 µM; 360,000 compounds, 0.72% hits; AID 624352, 2012;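 active means inhibition of the luminescence signal of 40% or more relative to plate controls, in a single-dose primary screen at 18.75 µM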
NR2E3 ag-1 – NR2E3 agonists in two-hybrid cells, primary screen, cell-based, luminescence, CHO-S, Gal4-NCOR/VP16-NR2E3; AID 602229, 2012; inhibition of corepressor binding, % at 3.98 µM; 360,000 compounds, 0.35% hits; luciferase; Photoreceptor-specific nuclear receptor (Homo sapiens), Q9Y5X4;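 active means inhibition above the mean of all tested compounds plus 3 SD, cut at about 70% in these data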;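 further: 0% = DMSO with NR2E3 transfected cells and 100% = cells lacking NR2E3 construct; higher means lower luciferase signal from less NR2E3 corepressor binding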
Target sequence (Q9Y5X4 whole entry, looked up, the tested form may be a part): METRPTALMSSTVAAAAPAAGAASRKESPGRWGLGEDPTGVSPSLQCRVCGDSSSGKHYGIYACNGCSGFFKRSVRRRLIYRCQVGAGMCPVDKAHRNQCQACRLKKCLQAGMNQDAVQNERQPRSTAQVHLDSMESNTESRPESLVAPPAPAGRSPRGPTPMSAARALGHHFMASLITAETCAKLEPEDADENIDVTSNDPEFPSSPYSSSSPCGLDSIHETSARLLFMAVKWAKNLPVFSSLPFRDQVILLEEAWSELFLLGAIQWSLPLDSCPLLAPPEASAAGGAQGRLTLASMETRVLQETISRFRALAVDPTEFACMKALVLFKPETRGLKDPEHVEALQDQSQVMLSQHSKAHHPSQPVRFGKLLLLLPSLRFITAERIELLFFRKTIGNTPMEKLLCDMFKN
MITF TRPM1 inh – inhibitors of MITF-dependent TRPM1 promoter reporter, primary screen, cell-based, SK-MEL-5, single point, luciferase. 330,000 compounds, 0.83% hits. AID 488899, 2010. SK-MEL-5 TRPM1 promoter luciferase, 24 h. inhibition, % at 12.5 µM;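 active means mean inhibition across replicates of 60% or more, whatever share of single replicates reaches that level; inconclusive means some that reach 60%, reason not given; inactive means mean inhibition across replicates below 60%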; further: values of inactives mirror those of a sister screen read the other way
KKLEB tox – cytotoxicity in KKLEB CF airway cells, primary screen, cytotoxicity control for CF NF-kB inhibitor project, cell-based, uHTS, fluorescence assay plates; AID 602141, 2011; 360,000 compounds, 0.36% hits; KKLEB CF airway cells viability, ATPlite luminescence, overnight; active compounds read low; cells stimulated with P. aeruginosa culture filtrate; activity change (cytotoxicity), % at 5 µM;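 active means corrected activity change at or below -50% at 5 µM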
NR2E3 ag-2 – inhibitors of NR2E3-RetCOR corepressor binding, primary screen, NR2E3 agonist project, biochemical, TR-FRET, GST-NR2E3, biotin-RetCOR; 320,000 compounds, 0.12% hits; inhibition of corepressor binding, % at 4.78 µM; AID 2300, 2010; 1536-well; Photoreceptor-specific nuclear receptor (Homo sapiens), Q9Y5X4;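 active means percent inhibition above the cutoff of mean plus 3 SD of all tested compounds, set per screening campaign, cut at about 20% in these data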;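 further: 0% = DMSO wells and 100% = biotin wells as full block of FRET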
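Test system – NR2E3–RetCOR corepressor complex · Quantity – NR2E3 fusion 1.35 nM · Buffer or medium – Tris pH 7.5 · Incubation – Compound–protein incubation for 5 h at 4 °C · Technique – TR-FRET, Eu(K)-anti-GST donor, streptavidin-D2 acceptor, ex 340, em 617/671 nm · Evaluation – percent inhibition of 671/617 nm emission ratio versus biotin and DMSO controls · Plate – 1536-well format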
CF NFkB block – inhibitors of PAF-induced NF-kB signaling, primary screen, cell-based, GFP fluorescence, uHTS. 360,000 compounds, 0.86% hits. KKLEB NF-kB-GFP reporter, GFP fluorescence overnight. inhibition, % at 5 µM;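 active means at least 50% inhibition at 5 µM, scaled per plate between neutral and stimulator controls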;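 further: PAF is a Pseudomonas aeruginosa culture filtrate used as stimulus; plate controls were PAF-stimulated DMSO wells for no effect and unstimulated DMSO wells for full effect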
Vif imaging – HIV Vif self-association inhibitors, primary screen, imaging, HEK293T, single point; inhibition, % at 7.49 µM; 340,000 compounds, 0.35% hits; HEK293T cells, Vif self-association by quenched fluorescence, 24 h; in the data active means inhibition above about 50%, passing the limit was not always enough; inconclusive means no clear call, values can overlap the other calls; inactive means below about 31%; further: some results filed as inactive read as strong as hits
PDI turbidity – inhibitors of human PDI, primary screen, biochemical, turbidity, single point, plate reader | PDI insulin aggregation turbidity, A650, 90 min | inhibition, % at 10 µM | 350,000 compounds, 0.052% hits | Protein disulfide-isomerase (Homo sapiens), P07237;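 active means mean inhibition across replicates of 30% or more, whatever share of single replicates reach that level; inconclusive means mean inhibition below 30% while every single replicate reaches 30%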;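 further: absorbance from insulin aggregation driven by PDI reduction with DTT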
Target sequence (P07237 whole entry, looked up): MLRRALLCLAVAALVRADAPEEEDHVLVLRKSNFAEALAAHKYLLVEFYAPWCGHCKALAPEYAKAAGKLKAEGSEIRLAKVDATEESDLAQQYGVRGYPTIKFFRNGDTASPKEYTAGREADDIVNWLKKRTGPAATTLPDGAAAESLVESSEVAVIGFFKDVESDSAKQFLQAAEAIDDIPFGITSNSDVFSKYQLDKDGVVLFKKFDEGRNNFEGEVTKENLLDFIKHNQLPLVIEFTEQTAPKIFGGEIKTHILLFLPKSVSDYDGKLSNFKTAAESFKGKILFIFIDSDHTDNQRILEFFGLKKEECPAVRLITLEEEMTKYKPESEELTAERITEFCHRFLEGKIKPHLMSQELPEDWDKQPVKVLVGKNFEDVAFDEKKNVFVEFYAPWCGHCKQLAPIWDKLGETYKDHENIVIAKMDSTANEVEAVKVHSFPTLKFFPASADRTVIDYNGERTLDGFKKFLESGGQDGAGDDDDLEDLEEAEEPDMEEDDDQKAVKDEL
CaV13 ICDI inh – Disruptors of the CACNA1D IQ motif to Ca2+-dependent inactivation inhibitor domain association, primary screening, Förster resonance energy transfer in intact living …; HEK cells, CFP/YFP FRET ICDI-IQ, plate reader, 10 min; percent FRET-ratio fall versus neutral wells; 340,000 compounds, 0.098% hits; inhibition, % at 12.3 µM;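 active means mean replicate inhibition of at least 30% and at least 1% of replicates passing that level; inconclusive means only one of the two criteria is met; inactive means neither criterion is met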;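 further: 0% = median of the neutral control wells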
Peg3 promoter – Peg3 promoter-driven luciferase inhibitors, primary screen, cell-based, HeLa, luciferase luminescence | 360,000 compounds, 1.7% hits | HeLa PEG-Prom luciferase reporter, overnight | inhibition, % at 20 µM | AID 588405, 2011;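 active means inhibition of at least 50% at 20 µM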
An asterisk follows results filed as active; ? = inconclusive; nt = not tested or not shown.

Values run as follows: Shn3 inh set2, HIF-2a block, NR2E3 ag-1, MITF TRPM1 inh, KKLEB tox, NR2E3 ag-2, CF NFkB block, Vif imaging, PDI turbidity, CaV13 ICDI inh, Peg3 promoter
> Cc1cccc2c(=O)cc(C)n(CC(N)=O)c12
  4, 17, -37, 10, 8, -1, 4, -4, -2, 3, 18
> O=C(NCc1cccc(F)c1)C1CCC(=O)N(C2CC2)C1 (stereo unspecified)
  5, 2, 1, 13, 10, -2, 4, -5, -13, -5, 7
> CCN1CCc2c(sc(NC(=O)Cc3ccccc3)c2C(=O)OC)C1
  -6, -42, -5, nt, -15, 2, 8, -2, nt, -3, -13
> CC1CCCN(C(=O)COC(=O)c2ccc[nH]c2=O)C1 (stereo unspecified)
  1, 11, -4, 5, 0, -2, 4, 4, -15, -2, 4
> COC(=O)CN1CCN(C(c2ccccc2)c2ccccc2)CC1
  -5, 6, 1, -7, -7, -3, 17, 8, 3, -4, 0
> Cc1cccc(N(CC(=O)NC2CCCC2)C(=O)CS(=O)CC(=O)Nc2ccc3c(c2)OCO3)c1 (stereo unspecified)
  12, -7, 19, 4, 6, 1, -2, -3, 0, -6, -7
> CC(=O)c1cccc(NC(=O)CN(c2ccccc2)S(C)(=O)=O)c1
  -8, 14, 11, -1, 2, 4, 1, ?, -4, -1, 11
> Nc1cc(-c2ccc(Cl)cc2)nn1S(=O)(=O)c1ccccc1
  17, 7, 11, 12, -13, 5, -17, -1, 3, -7, 24
> O=C(NCC(=O)N1CCCCC1)c1ccc(Br)o1
  0, -95, -27, -22, 11, 0, -3, -1, -11, -4, -54
> O=C(CSC1=Nc2ccccc2C2CC=NN12)Nc1ccc(F)cc1Cl (stereo unspecified)
  0, 13, 14, 7, 3, 2, 11, -10, 0, -6, 0
> Cc1ccc(OC(=O)C2c3ccccc3Oc3ccccc32)cc1C
  15, 0, -16, -6, -1, -6, -4, -17, -7, 0, 16
> Cc1nn(-c2ccccc2)c2[nH]c(=O)cc(C(F)(F)F)c12
  -23, -5, 6, 4, 10, 4, -8, 4, -5, -2, 5
> O=C(Cn1c(=O)c2cccn2c2ccccc21)Nc1ccc(F)cc1F
  -5, 6, -19, -4, 5, 2, -3, 3, 1, -7, 6
> O=C(NCc1ccccc1)C1=C[C@@H](c2ccc(Br)cc2)C[C@@H](OCCCCO)O1
  10, 12, 10, 4, 1, 3, -8, -4, -9, -10, 1
> CCOC(=O)c1cnn(-c2nc(-c3ccc(F)cc3)cs2)c1C(F)(F)F
  -17, -39, 19, -9, -2, 4, 9, 7, -3, -5, -10
> CCC(C(=O)OCC(=O)Nc1ccc(Cl)c(S(=O)(=O)N(C)C)c1)c1ccccc1 (stereo unspecified)
  4, 4, 10, 7, -4, 0, 4, -3, -10, -19, 15
> Cc1cccc(NC(=S)NCc2cccn2C)c1
  22, -36, -7, 5, -5, 1, 0, -3, 0, -4, -9
> C/C(=N\NC(=O)CCc1ccccc1)c1ccc(Br)cc1
  -15, 1, -17, -6, -24, 2, -13, -1, -7, -4, -3
> O=C(CSc1nnnn1-c1ccc(O)cc1)Nc1ccc(N2CCOCC2)c(Cl)c1
  25, 19, 98*, 11, -4, 3, -2, -2, 9, -9, 18
> Cn1c(C(=O)N2CCC(C(=O)N3CCOCC3)CC2)cc2sccc21
  3, 9, -4, nt, 16, 1, -17, 6, nt, -9, 0
> O=C1CSC(=S)N1/N=C/c1cc(Br)c(O)c(Br)c1
  14, 7, -29, 1, 9, 2, 3, 70*, 3, nt, 6
> COc1ccccc1NC(=O)C(=O)NCC(c1ccco1)N1CCc2ccccc21 (stereo unspecified)
  13, -17, -24, -1, 19, -2, -23, 9, 3, -6, 8
> Cc1ccc(C(=O)Nn2cnnc2)cc1[N+](=O)[O-]
  -14, -10, -12, 19, 12, 6, 7, nt, -5, -9, 10
> O=C(O)c1nn(-c2ccc(Cl)cc2)ccc1=O
  -10, 18, -16, 5, -18, -2, 5, 2, -2, -6, 2
> CCN(CC)CCNC(=O)c1ccc(NC(=O)c2cc(-c3ccncc3)nc3ccccc23)cc1
  -3, 14, -13, 8, 4, -1, -52, 9, 5, -19, 2
> CCc1ccc(-c2cc(C)no2)cc1S(=O)(=O)N1CCN(c2ccccc2F)CC1
  30, 12, 7, 12, -26, -2, 1, -1, -1, -3, 16
> O=C1C2C3C=CC(C4CC34)C2C(=O)N1c1ccc2c(c1)OCO2 (stereo unspecified)
  1, -33, 8, -12, 1, 0, -18, 2, -7, -4, -11
> COc1ccccc1NC(=O)c1sc(Cl)nc1C
  -7, -2, 6, -1, -2, -2, -31, -3, 2, -5, 3
> CCn1c(SCc2ccc(C(=O)Nc3nccs3)cc2)nnc1-c1ccc(NC(C)=O)cc1
  -19, -73, -23, -1, -2, -2, 8, -13, -10, nt, -109
> Cc1nc2ccc(C(=O)N3CCN(c4ccccc4)CC3)cc2s1
  -21, -14, -31, 4, 6, 1, -6, 5, -2, -5, -32

Sorted by molecular weight (descending): some entries from above
Values run as follows: Shn3 inh set2, HIF-2a block, NR2E3 ag-1, MITF TRPM1 inh, KKLEB tox, NR2E3 ag-2, CF NFkB block, Vif imaging, PDI turbidity, CaV13 ICDI inh, Peg3 promoter
> Cc1cccc(N(CC(=O)NC2CCCC2)C(=O)CS(=O)CC(=O)Nc2ccc3c(c2)OCO3)c1 (stereo unspecified)
  12, -7, 19, 4, 6, 1, -2, -3, 0, -6, -7
> COc1ccccc1NC(=O)C(=O)NCC(c1ccco1)N1CCc2ccccc21 (stereo unspecified)
  13, -17, -24, -1, 19, -2, -23, 9, 3, -6, 8
> COc1ccccc1NC(=O)c1sc(Cl)nc1C
  -7, -2, 6, -1, -2, -2, -31, -3, 2, -5, 3

Continuation.
Values run as follows: Shn3 inh set2, HIF-2a block, NR2E3 ag-1, MITF TRPM1 inh, KKLEB tox, NR2E3 ag-2, CF NFkB block, Vif imaging, PDI turbidity, CaV13 ICDI inh, Peg3 promoter
> O=C(C1Cc2ccccc2CN1C(=O)c1ccccc1)N1CCN(c2ccccc2)CC1 (stereo unspecified)
  6, 13, -6, -3, -1, 3, 4, -2, -5, -2, 17
> CC1C(=O)N2CCCc3cc(NC(=O)CC(C)(C)C)cc1c32 (stereo unspecified)
  1, 10, -10, 15, -2, 4, 2, 1, -1, -3, 4
> c1cc2c(cc1CNc1ccc(N3CCOCC3)cc1)OCO2
  -83, -225, -44, -72, -7, nt, 12, -3, 3, -11, -195
> Cc1ccc(O)c(-c2cc(C(=O)Nc3ccc(S(=O)(=O)Nc4nccc(C)n4)cc3)[nH]n2)c1
  -13, 22, -13, -6, -10, -2, -16, -7, -5, -7, 13
> COc1ccc(CCN=C(N)Nc2nc(C)cc(C)n2)cc1
  12, 32, -46, 16, 8, -4, -16, -6, -6, -4, 21
> CC1CCCC(NC(=O)C2CCN(S(=O)(=O)N3CCCCCC3)CC2)C1C (stereo unspecified)
  24, 15, -4, -9, 5, -1, -1, 6, -7, -4, 8
> CCOC(=O)c1ccccc1NC(=O)COC(=O)C1CC(=O)N(CCc2ccccc2)C1 (stereo unspecified)
  -2, 4, -4, -1, -5, 2, 13, -1, 8, -6, -3
> CCCn1nnnc1-c1cccc(Cl)c1
  -8, 6, -27, -4, -1, 2, -7, 7, -2, -5, 5
> COc1ccccc1CNS(=O)(=O)CCNC1CC1
  6, 7, -11, 7, 13, nt, -15, -6, -1, -7, -5
> COc1cccc(-c2c(C#N)c(SC)nc3cc(C)nn23)c1
  -5, 24, -7, -56, 0, 1, 24, -6, 3, -5, 7
> Cc1ccc(C)c(N2CCN(C(=O)C3CCN(c4nc(C)cc(C)n4)CC3)CC2)c1
  10, -4, -15, 9, -6, 2, 11, -8, 0, -8, 31
> O=C(Nc1ccon1)Nc1ccc(F)cc1F
  4, -11, -17, 7, 0, -2, 4, 7, -5, -7, -11
> O=C(c1cccc(Br)c1)N1CCN(S(=O)(=O)N2CCOCC2)CC1
  -3, 18, 2, 0, -9, 0, 3, -6, 5, -5, 11
> COC(=O)c1cc(NC(=O)CN2C(=O)C(=O)N(C3CCCC3)C2=O)cc(C(=O)OC)c1
  1, 8, -31, 5, 19, 2, -12, nt, 4, -3, 0
> Cc1cc(C)n(-c2cc(Oc3ccccc3)ncn2)n1
  -1, -85, 0, -3, 5, -2, -3, 6, -9, -4, -51
> COc1ccc(/C=C2\SC(=S)N(CCC(=O)Nc3ccccc3C(=O)O)C2=O)cc1
  7, 71*, -23, 6, 2, 2, 2, -2, -14, -4, -24
> CCCCCCCCNCCS(=O)(=O)NN1CCOCC1
  -13, 7, -17, -9, 9, nt, 5, -3, 4, -6, 2

Five successive compounds already listed:
Values run as follows: Shn3 inh set2, HIF-2a block, NR2E3 ag-1, MITF TRPM1 inh, KKLEB tox, NR2E3 ag-2, CF NFkB block, Vif imaging, PDI turbidity, CaV13 ICDI inh, Peg3 promoter
> O=C(C1Cc2ccccc2CN1C(=O)c1ccccc1)N1CCN(c2ccccc2)CC1 (stereo unspecified)
  6, 13, -6, -3, -1, 3, 4, -2, -5, -2, 17
> CC1C(=O)N2CCCc3cc(NC(=O)CC(C)(C)C)cc1c32 (stereo unspecified)
  1, 10, -10, 15, -2, 4, 2, 1, -1, -3, 4
> c1cc2c(cc1CNc1ccc(N3CCOCC3)cc1)OCO2
  -83, -225, -44, -72, -7, nt, 12, -3, 3, -11, -195
> Cc1ccc(O)c(-c2cc(C(=O)Nc3ccc(S(=O)(=O)Nc4nccc(C)n4)cc3)[nH]n2)c1
  -13, 22, -13, -6, -10, -2, -16, -7, -5, -7, 13
> COc1ccc(CCN=C(N)Nc2nc(C)cc(C)n2)cc1
  12, 32, -46, 16, 8, -4, -16, -6, -6, -4, 21
